ATXN2 expr inh: Primary qHTS for Inhibitors of ATXN expression | HEK-293 ATXN2-luciferase reporter, luminescence, 24 h | Potency, µM (top dose mostly 57 µM), without a hit: top-dose activity change, negative = inhibition, actives largely listed as inhibitors | 360,000 tested, 0.72% active; further: potency means the concentration at half of the fitted maximal effect; on the % scale 0 is the no-effect control and ±100 the full control effect; nearly all actives have a fitted effect of over 55% in size
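ATXN2-luciferase reporter cells (luciferase flanked by upstream and downstream ATXN2 gene portions) were treated 24 h at 37 °C with compounds at up to 57 uM. SteadyGlo luminescence gave expression; GF-AFC fluorescence gave viability.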
IL-1B inflam inh: qHTS for Inhibitors of Inflammasome Signaling: IL-1-beta AlphaLISA Primary Screen; AID 743279, 2014; activity change, % at 57.5 µM; 360,000 tested, 4.7% active; THP-1 LPS/ATP IL-1B secretion, AlphaLISA, 16 h; active compounds read low; in the data active means activity change below about -50%; inconclusive means mostly about -30% to -49%; further: on the % scale 0 is the no-effect control and ±100 the full control effect
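Secreted IL-1B measured by AlphaLISA bead assay after 16 h compound exposure of THP-1 cells; compounds (final up to 57.5 uM) added 1 h before LPS (250 ng/mL) and ATP (1.25 mM) stimulation; lower signal means less secretion.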
KB-3-1 cytotox: qHTS assay for MDR1-selective chemotherapeutics: Primary screen using the parental adenocarcinoma cell KB-3-1. KB-3-1 viability, CellTiter-Glo ATP luminescence, 72 h. Potency, µM (series often up to 46.1 µM), inactives show at the highest dose activity change, negative = cytotoxic, usual class: cytotoxic. 400,000 tested, 1.4% active; further: potency means the concentration at half of the fitted maximal effect; on the % scale 0 is the no-effect control and ±100 the full control effect; nearly all actives have a fitted effect of over 60% in size
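Cytotoxicity in the drug-sensitive parental line KB-3-1 was scored as loss of CellTiter-Glo luminescence following 72 h incubation with compound. Values come from curve fitting of normalized concentration-response data.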
HT1080NT lethal: qHTS for induction of synthetic lethality in tumor cells producing 2HG: qHTS for the HT-1080-NT fibrosarcoma cell line | HT-1080-NT fibrosarcoma viability, CellTiter-Glo ATP luminescence, 48 h | Potency, µM (top dose mostly 46.1 µM), without a hit: at the top dose activity, negative = less viability, most hits filed as cytotoxic | 360,000 tested, 1.6% active | AID 686970, 2013;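 further: NT is the 2HG producing partner of a matched IDH1 knockdown line; potency means the concentration at half of the fitted maximal effect; 0% = DMSO-treated cells and -100% = media-only wells without cells; nearly all actives have a fitted effect of over 55% in size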
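Toxicity toward the 2HG-producing NT line was scored as %Activity, normalised to DMSO and no-cell wells, from CellTiter-Glo luminescence after 48 hours' treatment.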
MCF10A rerep: A quantitative high throughput screen for small molecules that induce DNA re-replication in MCF 10a normal breast cells. MCF 10A DNA re-replication, Hoechst nuclear intensity, 48 h. Potency, µM (highest dose often 46.1 µM), for inactives: top-dose activity, positive = re-replication, most hits filed as activators. 350,000 tested, 2.9% active. AID 624296, 2012; further: potency means the concentration at half of the fitted maximal effect; % of control where 0% means no effect; nearly all actives have a fitted effect of over 50% in size
KB-V1 MDR tox: qHTS assay for MDR1-selective chemotherapeutics: Primary screen using the drug-selected MDR subline cells KB-V1 | KB-V1 MDR cells viability, CellTiter-Glo, 72 h | Potency, µM (series often up to 46.1 µM), for inactives: at the top dose activity change, negative = cytotoxicity, most hits filed as cytotoxic | 400,000 tested, 3.4% active | AID 1347076, 2019; further: potency means the concentration at half of the fitted maximal effect; on the % scale 0 is the no-effect control and ±100 the full control effect; nearly all actives have a fitted effect of over 60% in size
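KB-V1, DMEM (no phenol red) + 10% FBS; cpd pin-transferred, titration series; 72 h, 37 degrees C; CellTiter-Glo, luminescence. Data normalized, curve-fit.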
SW480 rereplic: A quantitative high throughput screen for small molecules that induce DNA re-replication in SW480 colon adenocarcinoma cells. SW480 DNA re-replication, Hoechst DNA content imaging, 48 h. Potency, µM (series often up to 46.1 µM), for inactives: at the highest dose re-replication activation, actives largely listed as activators. 340,000 tested, 1.8% active; further: potency means the concentration at half of the fitted maximal effect; % of control where 0% means no effect; nearly all actives have a fitted effect of over 55% in size
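Cells (250 per well) received 23 nL compound or DMSO by pin tool and were kept 48 hr at 37 C, 5% CO2. Nuclei were then stained with Hoechst for 40 min and scanned for DNA content.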
HT1080 IDH1KD tx: qHTS for induction of synthetic lethality in tumor cells producing 2HG: qHTS for the HT-1080-IDH1KD cell line; AID 686971, 2013; HT-1080 IDH1 knockdown viability, ATP luminescence, 48 h; Potency, µM (top dose mostly 46.1 µM), for inactives: at the top dose activity, negative = toxicity, hits mostly cytotoxic; 360,000 tested, 2% active;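 further: potency means the concentration at half of the fitted maximal effect; 0% = DMSO wells and -100% = cell-free medium wells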
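Using the IDH1-knockdown HT-1080 line run in the same batch and compound series as the NT line, viability after 48 h at 37 °C was determined by CellTiter-Glo luminescence and expressed as % activity.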
S2 tox: Viability Counterscreen for Primary qHTS for Inhibitors of ATXN expression | Potency, µM (top dose mostly 56.7 µM), usual class: cytotoxic | AID 651635, 2014 | S2 cells (HEK-293 line with an ATXN2-luciferase reporter) viability, CellTiter-Fluor protease fluorescence, 24 h | 400,000 tested, 0.49% active; further: potency means the concentration at half of the fitted maximal effect; nearly all actives have a fitted effect of over 40% in size
The depositor's hits bear a star; i = inactive; ? = inconclusive; · = not tested or not shown; [ ] = remark or other dose. Unless noted, the call rests on the fitted dose curve; in most records, active means well fitted curve in the direction sought with a large enough effect; inconclusive means small, poorly fitted or top-dose-only effect, or another doubt; inactive means no such curve, though single readings can be large; an effect the other way counts as inactive or inconclusive. Rows were taken by chance. Share with any hit: about 11%.

Molecule | ATXN2 expr inh | IL-1B inflam inh | KB-3-1 cytotox | HT1080NT lethal | MCF10A rerep | KB-V1 MDR tox | SW480 rereplic | HT1080 IDH1KD tx | S2 tox
COc1ccc(-c2[nH]ncc2CNCc2cc(C)n(C)n2)c(F)c1 | -17% | 4 | 0% | -3% | ? | 29% | -19% | -3% | ?
CN1CC(c2ccccc2)Oc2ccccc2C1=S (centres undefined) | ? | 15 | -1% | -3% | -3% | -7% | 3% | 1% | ?
CN(C)S(=O)(=O)c1ccc(NC(=O)CSc2ncnc3ccccc23)cc1 | -16% | -102* | -1% | -12% | 14% | ? | -4% | -26% | ?
Cc1cccc(NC(=O)c2ccc(OCc3c(C)noc3C)cc2)c1C | -6% | -6 | ? | -6% | 15% | ? | ? | -19% | i
CC1=NN(C(=O)Cn2nc([N+](=O)[O-])cc2C)C(O)(C(F)(F)F)C1 (centres undefined) | -6% | 57 | -3% | 12% | 2% | 15% | -1% | 13% | i
CC(C)(C)NC(=O)CN(C(=O)CNC(=O)c1cccs1)c1ccc2c(c1)OCCO2 | 0% | -10 | 0% | -1% | -2% | -19% | 4% | 2% | i
Cn1c(SCC(=O)c2ccc(F)cc2)nnc1-c1ccccc1Br | -1% | · | ? | · | · | 23µM* | · | · | i
CC(=O)c1c(C)[nH]c(C(=O)NCCCN2CCCC2)c1C | 8% | 9 | 6% | 7% | 1% | 20% | -5% | 15% | i
S=C1NC2(CCCCC2)Cc2ccccc21 | -27% | 2 | -2% | 9% | 10% | ? | -8% | -9% | i
O=C1Nc2c(c(=O)[nH]c(=O)n2-c2ccc(F)cc2)C1(NS(=O)(=O)c1ccccc1)C(F)(F)F (centres undefined) | -6% | 6 | 0% | 24% | 3% | 20% | -38%[inhibitor] | 19% | i
O=C1CC(N2CCN(S(=O)(=O)c3ccccc3)CC2)C(=O)N1c1ccccc1 (centres undefined) | · | 0 | 0% | -3% | -2% | 0% | 1% | 5% | i
Cc1ccc(NC(=O)Cn2cc3c(n2)CCC(C)C3)cc1C (centres undefined) | -13% | · | 9% | · | · | 15% | · | · | i
COC(=O)[C@H](CC(C)C)NC(=O)NC1CCCCC1C (some centres undefined) | 8% | 26 | 3% | 3% | 0% | -18% | -3% | -2% | i
COc1ccc(CNC(=S)Nc2ccc(F)c(Cl)c2)cc1OC | -32% | -5 | -13% | -4% | 6% | ? | -2% | -2% | i
Clc1ccc(OCCn2cnc3ccccc32)cc1 | 24% | 0 | 0% | -14% | 16% | -6% | 27% | -14% | i
O=C(CN1CCC(n2nnc3cc(F)ccc32)CC1)Nc1ccccc1N1CCOCC1 | -1% | -19 | 3% | 0% | -2% | ? | -1% | -22% | i
Cc1cc(C)c2cc3c(N)c(C(=O)N4CCOCC4)sc3nc2c1 | 51% | -76* | 23% | 0% | -2% | -1% | 1% | -6% | i
N/C(=N\OC(=O)c1cccc(Br)c1)c1ccncc1 | 21% | 10 | -3% | 1% | 0% | 2% | 2% | 16% | i
COCCCNC(=O)C(=O)NCC1CCCN1S(=O)(=O)c1cccs1 (centres undefined) | 22% | 30 | 14% | 9% | -4% | 14% | -364%[inhibitor] | 11% | i
Cc1ccc(S(=O)(=O)Nc2cc(-c3ccc(Cl)cc3)nn2C)cc1 | · | 13 | -8% | -5% | 2% | 16% | 24% | -19% | i
COC(=O)c1cc2sc(C)cc2n1CC(=O)Nc1ccc(C)c(C)c1 | -21% | · | -8% | · | · | 10% | · | · | i
O=C(COc1ccccc1)NC(=S)Nc1ccc2c3c(cccc13)CC2 | -9% | -11 | -19% | -22% | ? | -5% | -2% | ? | i
CNC(=O)c1ccc(CNC(=O)OCc2ccccc2)cc1 | 0%[11.3 µM] | -4 | ? | -2% | -1% | -24% | 2% | 0% | i
O=C1CCCN1CCCNC(=S)Nc1ccc(Nc2ccccc2)cc1 | -5% | -16 | 12% | -5% | 2% | ? | 4% | -1% | i
Cc1cccc(NS(=O)(=O)c2ccc(-c3cnc(C4CC4)o3)cc2)c1C | · | 84 | 0.18µM* | ? | ? | ? | ? | ? | ?
O=C1OC(O)c2cccc3cccc1c23 (centres undefined) | · | -3 | -17% | 3% | · | 2% | · | 0% | i
CN(c1cccc(Cl)c1)S(=O)(=O)c1cccc(C(=O)NCc2ccncc2)c1 | · | -18 | 0% | -6% | 9% | -8% | -4% | 0% | i
C/C(N)=C(/C#N)C(=O)CSc1nnc(-c2ccccc2)n1C | 49%[activator] | 9 | -1% | 15% | -3% | 11% | -1% | 23% | i
CCOc1ccc(NC(=S)Nc2ccc3nsnc3c2)cc1 | 7% | 3 | -11% | -14% | ? | -26% | 21µM* | -1% | i
O=C(Oc1cccnc1)c1ccc([N+](=O)[O-])cc1 | · | -2 | 3% | 10% | 25% | 1% | -11% | 12% | i
Cc1c(NC(=S)N/N=C/C=C/c2ccc([N+](=O)[O-])cc2)c(=O)n(-c2ccccc2)n1C | 5% | -18 | 0% | 0% | -5% | ? | -2% | 0% | i
COc1cc(-c2noc(C)c2C(=O)NCCCN2CCOCC2)cc(OC)c1OC | 7% | 20 | 22% | -2% | ? | ? | -14% | 1% | i
COc1ccc(-c2cc(-c3c(O)c(OC)c4occc4c3OC)[nH]n2)cc1OC | 2% | -63* | -3% | ? | 22% | ? | -1% | ? | i
CCCCOCCCNC(=O)N[C@H](C(=O)OC)C(C)CC (some centres undefined) | -21% | -3 | -10% | -4% | 6% | 4% | -7% | -9% | i
CS(=O)(=O)c1ccc(Cl)c(NC(=O)c2ccc3ccccc3c2)c1 | -25% | -3 | 3% | 7% | 9% | -9% | -8% | -5% | i
O=C(Oc1ccc2ccccc2c1)c1ccco1 | -8% | 18 | 23% | -2% | 6% | ? | -6% | -5% | i
CC(C)Sc1nc2sc3c(c2c2nnc(SCC(=O)NCc4ccco4)n12)CCCC3 | -7% | -19 | -4% | 5% | ? | 18µM* | 9% | 3% | i
COc1ccccc1NC(=O)CCCCCN1C(=O)c2cccc([N+](=O)[O-])c2C1=O | -11% | 22 | 1% | 17% | 0.92µM* | 1% | -23% | 2% | ?
CC(c1ccon1)N(C)C(=O)CCc1nnc(C2(c3ccc(Cl)cc3)CCC2)o1 (centres undefined) | 12% | -5 | 6% | -2% | 0.58µM* | ? | 4% | 7% | i
COc1ccccc1NC(=O)c1sc2nc3n(c(=O)c2c1C)N=C(c1cccc(Br)c1)CS3 | 13% | · | -7% | · | · | 7% | · | · | i
Cc1ccc(NC(=S)N2CCOCC2)cc1 | 11% | -16 | -6% | 9% | 4% | 21% | -2% | 9% | i
Cn1c(=O)c2c(nc(SCC(=O)Nc3ccccc3F)n2Cc2ccc(Cl)cc2)n(C)c1=O | -10% | · | -12% | · | · | ? | · | · | i
COc1ccccc1-n1c(CNc2c(C)cccc2C)nnc1SCC(=O)N1CCOCC1 | 4% | -4 | 8% | 9% | -4% | -12% | -2% | 18% | i
O=C(NCc1ccccn1)C1CCCN(S(=O)(=O)c2ccc(Br)cc2)C1 (centres undefined) | 7% | 13 | -6% | 1% | 2% | ? | -6% | 6%[9.24 µM] | ?
O=S(=O)(c1ccccc1)c1cnc(-c2cccnc2)nc1-c1ccc(Cl)cc1Cl | -10% | -23 | ? | -15% | 25% | -7% | -2% | ? | i
CCc1onc(C)c1C(=O)O | -1% | 22 | -8% | 12% | 1% | -21% | 11% | 2% | i
CCOC(=O)CSc1nc2c([nH]c3ccccc32)c(=O)n1C | 5% | 85 | 3% | 13% | 4% | 13% | -14% | -17% | ?
O=C(/C=C/c1ccccc1Cl)N1CCN(c2ncccn2)CC1 | 6% | 61 | 10% | 2% | 20% | ? | 11% | 0% | i
COc1cc(C(=S)N2CCOCC2)ccc1OS(=O)(=O)c1ccc(C)cc1 | 1% | 0 | 1% | -5% | -3% | -2% | -14% | -2% | i
CCOC(=O)c1[nH]c(C)c(CCC(=O)NCc2ccc(N(C)C)cc2)c1C | 3% | · | -11% | · | · | -7% | · | · | i

Going on with the list:
Molecule | ATXN2 expr inh | IL-1B inflam inh | KB-3-1 cytotox | HT1080NT lethal | MCF10A rerep | KB-V1 MDR tox | SW480 rereplic | HT1080 IDH1KD tx | S2 tox
COC(=O)c1c(Oc2ccc(Br)cc2)nnc(-c2ccccc2)c1-c1ccccc1 | -1% | · | ? | · | · | ? | · | · | i
O=C(N/N=C/c1cccc2ccccc12)c1cc2ccccc2o1 | -15% | 37 | ? | -27% | 12µM* | ? | 114% | ? | i
CC(C)(C)OC(=O)NC(Cc1ccccc1)C(=O)N1CCC(C(=O)NCC(=O)Nc2ccc(F)cc2)CC1 (centres undefined) | 4% | -3 | -25% | 5% | 8% | -7% | -16% | -3% | i
CCN(c1ccccc1)S(=O)(=O)c1ccc(N)cc1 | 1% | 8 | 1% | 0% | -5% | 2% | -13% | 6% | i
CCCn1c(CCC(=O)Nc2cc(C(=O)OC)cc(C(=O)OC)c2)nc2cccnc21 | -10% | · | -18% | · | · | 3% | · | · | i
Cc1ccc(S(=O)(=O)N2CCC[C@H]2C(=O)OCc2cc(=O)oc3cc(C)ccc23)cc1 | 1% | 9 | 15% | 0% | -14% | -1% | 4% | 12% | i
O=C(CCNC(=O)c1ccc([N+](=O)[O-])cc1)Nc1ccccc1N1CCCCC1 | -6% | -16 | 17% | -3% | -6% | -2% | -14% | 2% | i
O=Cc1ccc(N2CCN(S(=O)(=O)c3ccc4c(c3)CC(=O)N4)CC2)cc1 | -5% | · | 0% | · | · | 13% | · | · | i
CCn1cc(C(=O)NCc2ccccn2)c(=O)c2cc(F)c(N3CCN(C)CC3)cc21 | 4% | 2 | 0% | 6% | 7% | 2% | -2% | 5% | i

Bioassay records from PubChem BioAssay.
